cln2 rad14 = NCI yeast anticancer drug screen, S. cerevisiae cln2 rad14 strain. % growth inhibition at 50 µM. 78,000 compounds, 8.3% hits. AID 165;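 note: 0% = growth of vehicle-only cultures of the same strain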
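Test compounds were added to cln2 rad14 yeast cultures; inhibition of growth was then determined by comparison with vehicle treatment.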
yeast bub3 = NCI yeast anticancer drug screen, S. cerevisiae bub3 mutant strain. 78,000 compounds, 9.9% hits. growth inhibition, % at 50 µM. AID 167;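 note: 0% = growth of vehicle-only cultures of the same strain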
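Whole-cell yeast assay. The mutant strain was incubated with compounds, and growth inhibition was determined by comparison with vehicle-treated cells.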
rad50 = NCI yeast anticancer drug screen, S. cerevisiae rad50 strain; growth inhibition, % at 50 µM; 79,000 compounds, 10% hits;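 note: 0% = growth of vehicle-only cultures of the same strain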
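Readout: growth inhibition relative to vehicle-treated cultures. Compound exposure was carried out in a genetically defined yeast strain deficient in DNA damage repair.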
mlh1 rad18 = NCI yeast anticancer drug screen, S. cerevisiae mlh1 rad18 strain; 79,000 compounds, 11% hits; growth inhibition, % at 50 µM; AID 175;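 note: 0% = growth of vehicle-only cultures of the same strain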
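Growth inhibition of the yeast strain was measured after compound exposure and expressed relative to vehicle-treated controls. The strain carries defined defects in DNA damage repair.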
sgs1 mgt1 = NCI yeast anticancer drug screen, S. cerevisiae sgs1 mgt1 strain | % growth inhibition at 50 µM | AID 161 | 78,000 compounds, 10% hits;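 note: 0% = growth of vehicle-only cultures of the same strain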
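Genetically altered yeast, compound exposure, growth inhibition relative to vehicle.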
yeast mec2-1 = NCI yeast anticancer drug screen, S. cerevisiae mec2-1 strain | 79,000 compounds, 9% hits | % growth inhibition at 50 µM | AID 157;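 note: 0% = growth of vehicle-only cultures of the same strain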
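Yeast mec2-1 mutant treated with compound. Readout: growth inhibition vs vehicle controls.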
* hit, by the source's call; / = not tested or not shown. Cut-off read from the data, not from the text of the source: active = growth inhibition above about 70%; inactive = the rest.

Sample of the layout:
SMILES | cln2 rad14 | yeast bub3 | rad50 | mlh1 rad18 | sgs1 mgt1 | yeast mec2-1
O=c1[nH]n(Cc2ccccc2)c2ccc([N+](=O)[O-])cc12 | 4 | 9 | 19 | -2 | -9 | 14
COc1ccccc1/C=C1\Sc2scc(-c3ccc(O)c(O)c3)[n+]2C1=O | 97* | 99* | 99* | 99* | 99* | 99*

Main list (from the top)
SMILES | cln2 rad14 | yeast bub3 | rad50 | mlh1 rad18 | sgs1 mgt1 | yeast mec2-1
O=c1[nH]n(Cc2ccccc2)c2ccc([N+](=O)[O-])cc12 | 4 | 9 | 19 | -2 | -9 | 14
COc1ccccc1/C=C1\Sc2scc(-c3ccc(O)c(O)c3)[n+]2C1=O | 97* | 99* | 99* | 99* | 99* | 99*
CCOC(=O)NC(NC(=O)OCC)c1ccc(Cl)cc1Cl | 6 | 7 | -12 | 8 | -12 | -5
CC(C)N(C(=O)c1cccc2ccccc12)C(C)C | 5 | 8 | 16 | 32 | 8 | 7
Cc1ccc2nc(-c3ccc4nc(-c5ccc(N=Nc6ccc(-c7nc8ccc(-c9nc%10ccc(C)c(S(=O)(=O)O)c%10s9)cc8s7)cc6)cc5)sc4c3)sc2c1S(=O)(=O)O | 0 | -3 | 13 | -27 | 21 | -13
O=c1[nH]c2cc(Cl)cc(Cl)c2c2ccc(Cl)cc12 | 26 | 6 | 2 | 7 | -4 | -15
CCc1nnc2sc(=S)[nH]n12 | -7 | 2 | -8 | -13 | -16 | -15
CC(C)=C(CO)CCC(C)C | 17 | 7 | -9 | 0 | -10 | -23
Cc1ccc(C(=O)CCCN2CCOCC2)c(C)c1 | 50 | 74* | 78* | 73* | 59 | 39
CCCCCCCCNC(=O)CBr | -25 | 13 | 5 | 6 | 23 | 10
COc1cc(OC)c2c(=O)cc(-c3ccccc3F)[nH]c2c1 | 2 | 28 | 37 | 34 | 38 | 10
COc1ccc(/C=C(\C#N)c2ccc(Cl)cc2)cc1OC | / | / | -2 | -1 | / | -8
CC(C)(C)[Si](C)(C)OCC1OC(n2cnc3c(NC(=O)c4ccccc4)ncnc32)CC1O (centres undefined) | 78* | 10 | 10 | 32 | 3 | -29
CCN(CC)CCCOP(=O)(OCCCN(CC)CC)OCCCN(CC)CC | -10 | -6 | -24 | 10 | -6 | -11
C=C(C)[C@H]1C[C@@H](O)[C@H]2O[C@@]2(C)C1 | -14 | 1 | -8 | -3 | -26 | -8
O=C(O)c1ccc(C(=O)c2ccccc2C(=O)O)cc1 | 98* | 100* | 99* | 99* | 99* | 100*
C=CCCCCCCCCC(=O)OC(C)C | -34 | 11 | 12 | 27 | 22 | 20
COC(=O)CCCC1(CCCC(=O)OC)CCCCCCCCC(CCCC(=O)OC)(CCCC(=O)OC)C(=O)C1=O | 45 | 36 | 22 | 48 | 37 | 37
COCC(C)OC(C)=O (centres undefined) | -2 | 0 | -2 | -2 | -5 | 4
CC1OC(C)(CCc2ccccc2)OC1C (centres undefined) | -12 | -22 | 0 | -8 | 12 | -47

Arranged by formula weight (lowest first): part of the list above.
SMILES | cln2 rad14 | yeast bub3 | rad50 | mlh1 rad18 | sgs1 mgt1 | yeast mec2-1
COCC(C)OC(C)=O (centres undefined) | -2 | 0 | -2 | -2 | -5 | 4
CC(C)=C(CO)CCC(C)C | 17 | 7 | -9 | 0 | -10 | -23
C=C(C)[C@H]1C[C@@H](O)[C@H]2O[C@@]2(C)C1 | -14 | 1 | -8 | -3 | -26 | -8
CCc1nnc2sc(=S)[nH]n12 | -7 | 2 | -8 | -13 | -16 | -15
CC1OC(C)(CCc2ccccc2)OC1C (centres undefined) | -12 | -22 | 0 | -8 | 12 | -47
C=CCCCCCCCCC(=O)OC(C)C | -34 | 11 | 12 | 27 | 22 | 20
CCCCCCCCNC(=O)CBr | -25 | 13 | 5 | 6 | 23 | 10
Cc1ccc(C(=O)CCCN2CCOCC2)c(C)c1 | 50 | 74* | 78* | 73* | 59 | 39
O=c1[nH]n(Cc2ccccc2)c2ccc([N+](=O)[O-])cc12 | 4 | 9 | 19 | -2 | -9 | 14
COc1cc(OC)c2c(=O)cc(-c3ccccc3F)[nH]c2c1 | 2 | 28 | 37 | 34 | 38 | 10
COc1ccc(/C=C(\C#N)c2ccc(Cl)cc2)cc1OC | / | / | -2 | -1 | / | -8
COc1ccccc1/C=C1\Sc2scc(-c3ccc(O)c(O)c3)[n+]2C1=O | 97* | 99* | 99* | 99* | 99* | 99*
CCN(CC)CCCOP(=O)(OCCCN(CC)CC)OCCCN(CC)CC | -10 | -6 | -24 | 10 | -6 | -11
CC(C)(C)[Si](C)(C)OCC1OC(n2cnc3c(NC(=O)c4ccccc4)ncnc32)CC1O (centres undefined) | 78* | 10 | 10 | 32 | 3 | -29
COC(=O)CCCC1(CCCC(=O)OC)CCCCCCCCC(CCCC(=O)OC)(CCCC(=O)OC)C(=O)C1=O | 45 | 36 | 22 | 48 | 37 | 37
Cc1ccc2nc(-c3ccc4nc(-c5ccc(N=Nc6ccc(-c7nc8ccc(-c9nc%10ccc(C)c(S(=O)(=O)O)c%10s9)cc8s7)cc6)cc5)sc4c3)sc2c1S(=O)(=O)O | 0 | -3 | 13 | -27 | 21 | -13

Further entries:
SMILES | cln2 rad14 | yeast bub3 | rad50 | mlh1 rad18 | sgs1 mgt1 | yeast mec2-1
O=C(O)/C=C/C(=O)N1Cc2cc3ccccc3nc2C1 | -28 | -56 | -6 | -14 | -46 | -31
N#Cc1[nH]cnc1O | 8 | 17 | -10 | -6 | -11 | -10
Cc1cccc2c1Oc1ccccc1C2N1C(=O)c2ccccc2C1=O (centres undefined) | 25 | 10 | 7 | 6 | 5 | 2
CC(C)OC(=O)NCCCN1CCOCC1 | -10 | 2 | 17 | 0 | 10 | 14
O=C(c1ccc(Cl)cc1Cl)C(CS(=O)(=O)O)CS(=O)(=O)O | -49 | -6 | -21 | -1 | -6 | -27
O=C1CC(c2ccccc2)C(c2ccccc2)C1C(=O)OCc1ccccc1 (centres undefined) | -39 | -11 | 17 | 3 | 9 | -8
COCCOCOC(C)(C)[C@H](CCO)O[Si](c1ccccc1)(c1ccccc1)C(C)(C)C | 92* | 91* | 92* | 96* | 38 | 97*
COc1ccc(-c2cc(-c3ccccc3)n(-c3ccccc3)n2)cc1 | -3 | 1 | -1 | -15 | 7 | 15
CCOC(=O)N/N=C(/C)c1cccc([N+](=O)[O-])c1 | -11 | -15 | -2 | -14 | -11 | -8
CCc1cc(O)c(Cl)c(C)c1Cl | 35 | 70 | 30 | 14 | 46 | 35
COc1ccc(C(=O)C/C(=N/NC(N)=S)C(=O)Nc2ccccc2)cc1 | -13 | -8 | -25 | -38 | 0 | -26
CCOC(=O)c1cccc(C(=O)OCC)n1 | -2 | 19 | 5 | -15 | 12 | -2
O=C(COc1ccc(Cl)cc1)OCCN1CCCCCC1 | -10 | 3 | 9 | -9 | -13 | 14
CCc1nc(N)nc(N)c1-c1ccc(Cl)c([N+](=O)[O-])c1 | -7 | -31 | 4 | -14 | -8 | 5
Cn1ccc(=O)n(C)c1=O | 5 | 5 | -8 | 2 | 2 | -11
O=c1[nH]c(Nc2cccc(Br)c2)nc2nc[nH]c12 | -45 | -6 | -53 | -38 | -24 | -9
CCc1nc(N)nc(N)c1-c1ccc(Cc2ccccc2)c([N+](=O)[O-])c1 | -7 | 22 | 16 | 17 | 10 | 18
O=C1c2ccccc2CN(C(=Nc2ccccc2)Nc2ccccc2)c2ccccc21 | -26 | -1 | 15 | 15 | -1 | 3
[N-]=[N+]=NCC(O)c1ccc2c(c1)[nH]c1ccccc12 (centres undefined) | 82* | 64 | 48 | 75* | 28 | 30
Cc1cc(C)nc(NS(=O)(=O)c2ccc(Nc3c4ccccc4nc4c(C(=O)NNCCO)cccc34)cc2)n1 | 11 | 4 | 27 | -16 | -5 | -35

Next section:
Field names – A = cln2 rad14; B = yeast bub3; C = rad50; D = mlh1 rad18; E = sgs1 mgt1; F = yeast mec2-1
O=c1[nH]c2c(Br)c([N+](=O)[O-])c(Br)cc2c2ccc(Br)cc12
  A: -37; B: 11; C: 18; D: 10; E: 30; F: 0
CC(C)c1ccc(/C(O)=C/C(=O)C(=O)/C=C(/O)c2ccc(C(C)C)cc2)cc1
  A: 10; B: 2; C: 31; D: 11; E: 1; F: 2
CN(C)CCCN1c2ccc(O)cc2Sc2ccc(Cl)cc21
  A: 36; B: 26; C: 34; D: 37; E: -6; F: -4
OCC1OC(O)CC(O)C1O (centres undefined)
  A: 0; B: 3; C: 14; D: 10; E: 5; F: -6
CCOP(=O)(OCC)/C(C#N)=C\c1ccc(N(C)C)cc1
  A: -14; B: 6; C: 14; D: -1; E: 10; F: 6
Oc1ccc(Br)cc1C=Nc1c(NC2CCCCC2)oc2ccc(Br)cc12
  A: 37; B: 53; C: -9; D: 50; E: 42; F: 39
COC(=O)C1CCCCC1C(=O)Nc1ccccc1 (centres undefined)
  A: 63; B: 74*; C: 21; D: 26; E: 15; F: 11
Cc1c(Cl)cc([N+](=O)[O-])cc1Cl
  A: 17; B: -3; C: -13; D: 5; E: -12; F: 14
O=[N+]([O-])c1ccc(S(=O)(=O)NN=C2CCCCC2)cc1
  A: -31; B: 9; C: 20; D: 38; E: 8; F: 13
O=C1/C(=C/c2ccc(Cl)cc2)CCCc2ccccc21
  A: 44; B: 58; C: 46; D: 47; E: 48; F: 4
CSc1nc(NC2OC(CO)C(O)C(O)C2O)c(I)c(=O)n1C (centres undefined)
  A: -6; B: -2; C: 3; D: 28; E: -5; F: 2
Cc1ccc(N=Cc2cc(Br)ccc2O)cc1Cl
  A: 95*; B: 99*; C: 99*; D: 97*; E: 99*; F: 99*
Cc1cc(O)cc(C)c1O
  A: -23; B: 0; C: 7; D: -8; E: 3; F: 5
C=CCNc1nc(Cl)nc2c1cnn2C
  A: -21; B: 9; C: 13; D: -5; E: -3; F: -3
CCC(=O)CC(C)(C)C
  A: -15; B: -4; C: -8; D: 9; E: -14; F: -14
CCS(=O)(=O)C(C(O)C(O)C(O)C(C)O)S(=O)(=O)CC (centres undefined)
  A: 1; B: -8; C: 0; D: -9; E: -2; F: 12
CCCCC1=NNC(=O)C1
  A: 52; B: 82*; C: 3; D: -35; E: 90*; F: -3
NC(N)=NCC1CCCCC1
  A: -46; B: 9; C: -10; D: -30; E: -1; F: -16
CCN(CC)CCNC(Cc1ccccc1)c1ccc2c(c1)CCCC2 (centres undefined)
  A: 33; B: 11; C: 8; D: 30; E: 1; F: 3
CC1(C)C2CCC(CN)C1C2 (centres undefined)
  A: 13; B: -20; C: -11; D: -16; E: -2; F: -45
CC1=C/C(=C\C=C2/N(C)c3c(C)cccc3C2(C)C)C(=O)c2ncccc21
  A: 25; B: 65; C: 94*; D: 63; E: 71*; F: 30
O=C(c1ccco1)C(O)c1ccccc1 (centres undefined)
  A: -3; B: -12; C: 1; D: 6; E: -3; F: 9
Cc1nc2sc3c(c2c2ncnn12)CCCC3
  A: -45; B: -5; C: -3; D: 1; E: -1; F: 0
N=C(N)C(N=Nc1ccccc1)C(=N)N (centres undefined)
  A: -33; B: -26; C: -25; D: -16; E: -22; F: -7
O=C(CC1(O)C(=O)Nc2ccc(Br)cc21)c1ccc(Cl)cc1Cl (centres undefined)
  A: 37; B: 48; C: 45; D: 34; E: 69; F: 37
CC(=O)CC(=O)C1CCC(C(=O)CC(C)=O)CC1 (centres undefined)
  A: -28; B: -1; C: -4; D: -13; E: 1; F: 6
O=C1NC(=O)[C@@]2(CC[C@@H](O)C2)c2ccncc21
  A: 16; B: -33; C: 4; D: -87; E: -10; F: -43
O=C(Nc1ccccc1C(=O)O)c1ccccc1
  A: -12; B: 36; C: 44; D: 78*; E: 80*; F: 24
COc1ccc(CCC(O)c2ccccc2)cc1 (centres undefined)
  A: 16; B: 19; C: 26; D: 16; E: 4; F: 20
O=c1[nH]c(=O)n(C2CC(O)C(CO)O2)cc1C#Cc1cc(C(F)(F)F)cc(C(F)(F)F)c1 (centres undefined)
  A: 10; B: -24; C: -20; D: -11; E: -18; F: -13
Cc1ccc(N=N/C(=N/NC(=O)c2cc(Cl)ccc2C(=O)c2ccccc2)c2ccc(N(CCC#N)CCC#N)cc2C)cc1
  A: -2; B: -24; C: -8; D: 5; E: -18; F: 2
Cc1ccc(NC(=O)CC/C(CC(=O)c2ccc(F)cc2)=N\NC(=O)C(=O)NN)cc1C
  A: -3; B: -2; C: -11; D: -1; E: -10; F: -5
COc1cc(C(Nc2ccccn2)c2cc3c(cc2O)OCO3)cc(OC)c1OC (centres undefined)
  A: 15; B: 5; C: 21; D: 20; E: 29; F: 44
CC(=O)Nc1ccc(S(=O)(=O)O)c(C(F)(F)F)c1
  A: -8; B: 26; C: 17; D: 11; E: 13; F: 21
CC1(C)CCCC(C)(C)N1
  A: -6; B: 0; C: -25; D: -12; E: -14; F: -26
